# Bioassay records (PubChem)
# Mdm2 ligase inh – Mdm2 E3 ligase (human) inhibition; Q00987; cell-based MDM2 ubiquitination luciferase reporter, 2 h; 0 = plate control, 100 = twice control, blank-subtracted; signal enhancement, % at 5 µM; 210,000 tested, 0.11% active; AID 1230;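 active = signal enhancement of 30% or more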;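 also: luminescence tracks abundance of the self-degrading MDM2-luciferase fusion protein; higher signal means inhibition of MDM2 E3 ligase activity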
# Target sequence (Q00987 whole entry, looked up, the tested form may be a part): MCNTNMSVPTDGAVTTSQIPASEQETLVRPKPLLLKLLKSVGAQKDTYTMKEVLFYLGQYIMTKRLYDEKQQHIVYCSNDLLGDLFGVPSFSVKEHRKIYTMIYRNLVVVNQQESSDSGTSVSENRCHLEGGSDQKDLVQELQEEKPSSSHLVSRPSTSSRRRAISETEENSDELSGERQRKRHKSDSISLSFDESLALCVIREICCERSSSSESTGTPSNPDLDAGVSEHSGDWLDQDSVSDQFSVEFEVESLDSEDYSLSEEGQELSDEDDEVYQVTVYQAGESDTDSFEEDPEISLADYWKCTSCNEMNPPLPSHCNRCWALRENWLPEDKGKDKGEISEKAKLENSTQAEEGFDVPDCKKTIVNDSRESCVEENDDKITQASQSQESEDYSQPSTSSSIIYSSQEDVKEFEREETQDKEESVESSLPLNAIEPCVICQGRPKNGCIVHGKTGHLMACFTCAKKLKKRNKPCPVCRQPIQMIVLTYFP
#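 Timing – 2 h compound exposure at 37 °C · Assay system – mammalian cells stably expressing self-ubiquitinating, self-degrading MDM2 E3–luciferase fusion · Amount – 2000 cells seeded into each well · Measure – % luminescence enhancement versus blank-corrected plate control mean · Measured by – SteadyLite luminescence, 15 min reagent step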
# S1P4 antag – human S1P4 receptor antagonism; O95977; S1P4-expressing cells, antagonist mode, reporter read-out; inhibition, % at 4.98 µM; 220,000 tested, 0.26% active; in the data active = inhibition above about 29%;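 also: 0% = wells stimulated with agonist and 100% = vehicle wells without agonist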
# Target sequence (O95977 whole entry, looked up): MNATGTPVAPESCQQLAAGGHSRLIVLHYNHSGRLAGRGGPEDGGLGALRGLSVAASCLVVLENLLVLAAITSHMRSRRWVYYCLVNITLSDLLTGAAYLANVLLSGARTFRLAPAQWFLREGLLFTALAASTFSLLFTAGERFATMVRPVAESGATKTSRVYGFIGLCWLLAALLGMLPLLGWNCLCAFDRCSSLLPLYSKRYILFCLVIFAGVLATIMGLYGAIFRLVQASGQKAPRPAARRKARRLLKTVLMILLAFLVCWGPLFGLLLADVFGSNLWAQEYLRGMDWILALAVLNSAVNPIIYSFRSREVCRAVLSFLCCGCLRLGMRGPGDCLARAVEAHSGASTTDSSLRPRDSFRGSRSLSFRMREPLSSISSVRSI
# Ba/F3 V617F tox – loss of viability in JAK2V617F-driven Ba/F3 cells. 220,000 tested, 1.1% active. Ba/F3 EpoR-JAK2V617F viability, ATP luminescence. inhibition, % at 5.6 µM. AID 1446;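 active = inhibition above the campaign mean plus 3 SD over all tested compounds, cut at about 24% in these data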;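 also: cytokine-independent growth of Ba/F3 cells driven by EpoR plus mutant JAK2; 0% = DMSO-treated cells and 100% = JAK inhibitor I control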
# NPY-Y2 PAM-ag – potentiates or activates human NPY-Y2 receptor; cells expressing NPY-Y2, potentiator/agonist read-out; AID 1359; 220,000 tested, 0.45% active; activation, % at 3.6 µM; in the data active = activation above about 27%;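 also: cells stimulated with NPY near EC25 plus isoproterenol at EC100; 0% = vehicle plus submaximal agonist and 100% = vehicle plus saturating agonist; some results beyond the cut were filed as inactive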
# PERK inhibitor – inhibitors of human PERK kinase | inhibition, % at 5.6 µM | 220,000 tested, 0.17% active | CHO PERK-DD fusion, SEAP luminescence translation reporter | Q9NZJ5;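 active = inhibition above the mean inhibition of all tested compounds plus 3 SD, set separately per screening campaign, cut at about 2.9% in these data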;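 also: PERK kinase domain activated by AP20187 dimerizer at 100 nM; 0% = DMSO with dimerizer and 100% = rapamycin at 8.4 µM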
# S1P4 ag – activates the human S1P4 receptor | AID 1509 | activation, % at 4.98 µM | 220,000 tested, 0.35% active | S1P4-expressing cell line, agonist reporter assay | O95977; in the data active = activation above about 11%;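 also: 0% = DMSO vehicle and 100% = reference agonist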
# eIF4E-4G inh – blocks eIF4E binding to eIF4G | P63073+Q04637 | TR-FRET eIF4E-eIF4GI(517-606) binding, 2 h | inhibition, % at 21.7 µM | 220,000 tested, 0.37% active;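 active = inhibition above about 30%, limit read from the data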;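 also: 0% = full FRET control wells and 100% = background wells lacking eIF4GI fragment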
# BaF3 tox – reduces parental Ba/F3 cell viability, JAK2V617F counter-screen | AID 1486 | CellTiter-Glo ATP luminescence | inhibition, % at 5.6 µM | 220,000 tested, 1.1% active;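 active = inhibition above a per-campaign cutoff, the mean inhibition of all tested compounds plus 3 SD, cut at about 27% in these data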;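 also: 0% = DMSO wells and 100% = JAK Inhibitor I control wells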
# Wee1 stabilizer – blocks degradation of human Wee1 kinase. P30291. reporter increase, % at 5 µM. HeLa Luc-Wee1K328M stability, luciferase luminescence; 100% = proteasome inhibitor MG132 effect. 220,000 tested, 1.2% active. AID 1321;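 active = activation above the mean of all tested compounds plus 3 SD, set per screening run, cut at about 8.8% in these data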;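 also: cells exposed to compound for 20 h before luminescence read; 0% = DMSO alone and 100% = MG132 at 30 µM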
# Numbers without * were called inactive; nt = no result given; [ ] = another dose, or the depositor's remark. An unsorted share of the library; overall some 4.1% were active at least once.
entry	SMILES	PERK inhibitor	S1P4 antag	NPY-Y2 PAM-ag	Mdm2 ligase inh	Wee1 stabilizer	S1P4 ag	BaF3 tox	eIF4E-4G inh	Ba/F3 V617F tox
1	O=C1CCC(C(=O)Nc2cccc(C(F)(F)F)c2)N1 (stereo not drawn)	-0.5	-1	-14	nt	-1	-2.2	1	nt	-3
2	O=C(/C=C/c1ccc(Br)cc1)c1ccc(NC2=NCCCS2)cc1	-0.1	24	-21	-7	12*	-1.6	6	12	-5
3	Cc1ccc(OCC(=O)N(Cc2ccccc2)C2CCS(=O)(=O)C2)c([N+](=O)[O-])n1 (stereo not drawn)	-0.5	-5	-3	-3	4	0.4	5	-1	-4
4	O=C(CSc1nc2ccccc2o1)NC(=O)NCc1ccco1	0.5	-17	-24	-22	3	-2.1	3	-2	-2
5	O=C(CSc1n[nH]c(-c2cc(Cl)ccc2Cl)n1)NCCN1C(=O)CSC1=O	1.1	-4	4	-5	-2	0.1	-1	-1	-4
6	COc1ccc(Cl)cc1N(CC(=O)Nc1ccccc1C(=O)NCc1ccco1)S(C)(=O)=O	-1.4	-6	-7	-7	1	1.3	2	5	-2
7	C=CCN1C(=O)C(Cc2ccccc2)SC1=Nc1ccc(C(=O)O)cc1 (stereo not drawn)	1.5	-10	5	-8	-1	0.2	5	3	-2
8	CCNC(=S)Nc1ccc(C)c(S(=O)(=O)Nc2ccccc2OC)c1	0.0	-18	-14	-18	2	-0.7	3	4	-4
9	COc1ccc(NC(=O)NCc2ccco2)cc1OC	0.1	-6	4	-13	2	1.6	2	3	-1
10	CC1(C)CC(=O)C(C=NCc2cccnc2)=C(O)C1	0.1	-6	7	-7	-1	0.5	1	-12	-1
11	O=S(=O)(c1ccc(Br)s1)N1CCCCC1	1.1	-13	-4	-17	-1	0.5	5	-2	0
12	CCNc1nc(CN2CCCCC2)nc2scc(-c3ccccc3)c12	-0.5	-17	0	-25	-1	0.4	12	2	3
13	CCOP(=O)(c1ccccc1Cl)C1(O)CCCCC1 (stereo not drawn)	1.0	-14	14	-21	0	0.7	2	8	1
14	Cc1ccc(C)c(-n2nnnc2SCC(=O)c2ccc3c(c2)NC(=O)CO3)c1	0.6	-14	0	14	2	-0.7	7	-37	-2
15	CCOC(=O)c1c(NC(=O)CCl)sc(CN(C)C)c1-c1ccccc1	0.6	-3	20	-1	-5	3.8	7	0	2
16	CCOc1ccc(N=C2NC(=O)S/C2=C\c2ccc(Cl)cc2)cc1	1.8	-7	6	-12	-1	-0.7	0	-18	-1
17	COc1ccc(OCC(=O)NC(=S)N2CCCc3ccccc32)cc1	1.2	-2	8	0	-2	-0.6	2	-1	-2
18	CCCCS(=O)CC(O)COc1ccc(C(C)(C)C)cc1 (stereo not drawn)	1.2	-37	5	-17	-2	1.1	3	1	0
19	FC(F)(F)c1cc(-c2cccs2)nc(NCc2ccco2)n1	-0.3	-8	-5	-10	1	1.7	0	7	-6
20	CCCOC(=O)CC1C(=O)NCCN1C(=O)OC(C)(C)C (stereo not drawn)	1.9	-8	11	0	-1	0.3	-1	2	-4
21	O=C(CN1CCN(Cc2ccccc2)CC1)Nc1ccc([N+](=O)[O-])cc1C(=O)Nc1ccccc1F	-1.3	8	26	-13	-2	0.5	2	4	3
22	COCCCNc1nc(N)c([N+](=O)[O-])c(Nc2cc(OC)ccc2OC)n1	0.7	1	21	-11	-2	-2.2	4	4	2
23	COc1ccc(NS(=O)(=O)c2ccc(N3C(=O)CCC3=O)cc2)cc1	0.9	-2	1	-11	-2	-1.4	2	-7	-4
24	C=CCSc1nc(O)c(C2OC(=O)c3c2ccc(OC)c3OC)c(=O)n1-c1ccccc1 (stereo not drawn)	0.1	-3	-12	-19	0	0.7	-4	-3	-5
25	CCOc1ccccc1NC(=O)CSCC(=O)Nc1ccccc1	-0.1	-4	5	-2	-1	0.2	3	2[fluorescence artefact?]	2
26	Nc1nc(N2CCN(c3ccc(F)cc3)CC2)n[nH]1	1.9	-2	9	1	-1	1.5	3	3	-3
27	COC(=O)CNC(=O)c1cc(-c2ccncc2)nc2c(C)c(Cl)ccc12	-0.4	-18	1	-18	-1	-1.6	3	1	4
28	CCn1c(SCC(=O)N2c3ccccc3CC2C)nnc1-c1ccco1 (stereo not drawn)	-1.8	-2	-11	nt	1	-1.4	2	nt	1
29	O=C(CN1CCCC1)N1CCCc2c1c(=O)oc1ccc(OCc3ccccc3)cc21	-0.1	6	-11	-16	2	-2.7	2	nt	-3
30	CC(OC(=O)c1ccc2ccccc2n1)C(=O)Nc1ccc(N2CCOCC2)cc1 (stereo not drawn)	0.3	-10	-6	-11	1	3.8	2	10	1
31	Cc1cccc(NC(=S)N(CCCN2CCOCC2)C(C)c2cc3ccccc3o2)c1 (stereo not drawn)	-0.2	-7	-9	-6	1	-1.4	11	1	4
32	CSc1nc(C(=O)N2CCCC(C(=O)c3ccc(Cl)cc3)C2)cs1 (stereo not drawn)	0.1	-6	-18	7	-2	1.7	1	-2	-5
33	COC(=O)c1ccc(N/C=C\C(=O)c2ccc3c(c2)OCO3)cc1	0.9	-17	-16	6	-1	1.9	5	0	-3
34	CCCCc1nc2sc3c(=O)n(N)cnc3c2c2c1CCC2	3.0*	5	-3	-17	6	0.4	0	-7	0
35	CCc1ccc(C2CC(c3ccco3)=NN2S(C)(=O)=O)cc1 (stereo not drawn)	0.3	15	-3	-52	-1	0.1	16	-1	9
36	COc1ccc(NC(=O)Nc2ccc(C(=O)N3CCOCC3)cc2)c(OC)c1	1.3	1	-9	-4	7	1.0	0	2	0
37	Cn1cc(C(=O)NCCN2CCN(c3cccc(Cl)c3)CC2)c2c3ccccc3n(C)c2c1=O	0.4	6	24	-38	-2	-1.3	4	1	-1
38	N=c1sccn1CC(=O)Nc1ccc(S(N)(=O)=O)cc1	1.2	10	6	-13	0	1.9	-3	1	-2
39	Cc1[nH]n(-c2cccc(Cl)c2)c(=O)c1C=NC12CN3CN(CN(C3)C1)C2	1.3	-25	-17	-6	1	0.8	0	-4	-2
40	CCN1CCCc2cc(CN(CCN3CCOCC3)C(=O)Nc3ccc(C)c(C)c3)ccc21	-0.4	3	0	-3	0	-1.4	0	3	-2
41	COC(=O)C1CCN(c2cc(=O)n(-c3ccccc3Cl)c(=O)[nH]2)CC1	0.5	7	3	-6	0	0.3	4	-8	-1
42	CCCCOC(=O)C[N+](C)(C)CCOC1CC2CCC1(C)C2(C)C (stereo not drawn)	0.4	-5	-9	-18	-2	0.8	58*	2	54*
43	COc1ccc(C2CC3CC(c4ccccc4)N2O3)cc1 (stereo not drawn)	0.6	-9	-1	-15	0	0.9	3	1	-2
44	COc1ccc(CNC(=O)COC(=O)c2ccc(Br)cc2)cc1	1.0	-15	7	-8	4	-0.8	5	-6	2
45	O=C(CN(Cc1ccccc1)C1=NCCS1)c1ccc(Cl)cc1	0.3	-9	-6	-16	-1	2.4	2	-3	-1

# Profiles from above. Screens in order: PERK inhibitor, S1P4 antag, NPY-Y2 PAM-ag, Mdm2 ligase inh, Wee1 stabilizer, S1P4 ag, BaF3 tox, eIF4E-4G inh, Ba/F3 V617F tox
# `COC(=O)C1CCN(c2cc(=O)n(-c3ccccc3Cl)c(=O)[nH]2)CC1` is listed with 0.5, 7, 3, -6, 0, 0.3, 4, -8, -1
# `COc1ccc(CNC(=O)COC(=O)c2ccc(Br)cc2)cc1` is listed with 1.0, -15, 7, -8, 4, -0.8, 5, -6, 2

# Other entries:
entry	SMILES	PERK inhibitor	S1P4 antag	NPY-Y2 PAM-ag	Mdm2 ligase inh	Wee1 stabilizer	S1P4 ag	BaF3 tox	eIF4E-4G inh	Ba/F3 V617F tox
46	Cc1nnc(Nc2ccc(Cl)cc2)n(N)c1=O	0.9	-10	7	-13	-1	-0.9	2	-3	-4
47	CCCN1C(=O)/C(=C\C=C2\N(CC)c3ccccc3C2(C)C)SC1=S	0.6	-7	3	-2	-2	5.1	3	1	-1
48	CCCOc1ccc2c3c(c(=O)oc2c1OCCC)CCC3	-1.1	10	-9	nt	7	1.2	8	3	5
49	CN(C(=O)C1CCN(S(=O)(=O)c2cccs2)CC1)c1ccccc1	0.3	-15	8	-10	-3	2.7	2	-4	-1
50	OC(CNC1CCCc2ccccc21)COc1ccc2ccccc2c1 (stereo not drawn)	0.1	8	-10	2	0	8.5	5	4	-4
51	COc1[nH]c(/N=C/c2ccccc2)c(C#N)c1C#N	0.7	10	8	-3	0	-1.1	2	19	1
52	CCOC(=O)C1(CC)NC(c2ccco2)C2C(=O)N(C)C(=O)C21 (stereo not drawn)	1.0	-11	1	nt	2	1.7	-1	0	-3
53	Cc1ccc2[nH]c(=O)c(CN(Cc3ccco3)C(=O)CN3CCCC(C)C3)cc2c1 (stereo not drawn)	-1.7	-14	-21	3	-2	2.8	1	2	4
54	N#CC(C#N)=CC1=C2OC(c3ccccc3)=CC(c3ccccc3)=C2CCC1	0.6	-3	-21	-23	4	0.7	4	-8[fluorescence artefact?]	2
55	O=C(O)c1ccccc1C(=O)N(Cc1ccccc1)Cc1ccccc1	-0.3	-6	-3	-18	5	0.8	2	-4[fluorescence artefact?]	-1
56	CN(/C(=N/S(=O)(=O)c1cccs1)c1ccccc1)c1ccccc1	0.6	0	10	-18	3	0.3	6	1	-1
57	Cc1nc(SCC(=O)Nc2cc(C)on2)c2c(=O)n(C)c(=O)n(C)c2n1	1.2	-6	9	-11	0	2.5	2	4	-2
58	CCNC(=O)c1cc(Cl)ccc1OC	0.7	-20	13	-4	1	-0.4	4	-3	-3
59	COc1cccc(N2CCN(c3ncnc4c3cnn4-c3ccc(C)cc3C)CC2)c1	0.8	-30	21	-33	0	-3.0	4	0	-3
60	O=C(CCC(=O)NC1CC1)Nc1nnc(C2CCCCC2)s1	0.9	0	8	-14	-1	-0.4	1	-12	-3
61	CN(C#N)c1nc(Cl)nc(Nc2cccc(Cl)c2)n1	-0.7	2	-1	5	-2	1.2	2	-6	4
62	Cc1cccc(C)c1NC(=O)C(=O)NCc1ccccn1	0.4	7	-6	-6	0	-0.3	-2	-4	-2
63	CCOc1ccc(CCNC(=O)C2CCN(C(=O)N(C)C)CC2)cc1OCC	0.3	-7	-4	3	0	1.8	0	0[fluorescence artefact?]	2
64	O=C1c2cc(N3CCCC3)c([N+](=O)[O-])cc2C(=O)N1c1ccccc1	0.6	-14	-6	2	-1	0.5	5	-2[fluorescence artefact?]	0
65	CCN(C(=O)COC(=O)/C=C/c1ccccc1)C1CCCCC1	0.3	8	-8	-10	0	-0.7	-1	-3	-4
66	COc1nc(OC)nc(N2CCC(C(=O)NCc3cccs3)CC2)n1	0.5	-2	0	30	-2	-1.1	-1	4	1
67	O=C(NCc1ccc2c(c1)OCO2)c1cc(S(=O)(=O)N2CCCCC2)ccc1F	-0.3	-26	5	0	1	1.5	8	1	0
68	Oc1c(CN2CCN(c3ccc(F)cc3)CC2)cc(Cl)c2cccnc12	-0.5	2	10	10	-2	1.1	2	4[fluorescence artefact?]	0
69	COc1ccc(N2CCN(C(=O)CCc3ccc(S(=O)(=O)NCC(C)C)cc3)CC2)cc1	-0.3	-20	-9	0	1	-1.1	4	0	-1
70	O=[N+]([O-])c1ccc2nc(CCCc3nc4ccc([N+](=O)[O-])cc4[nH]3)[nH]c2c1	0.5	-1	0	6	0	1.0	9	3	4
71	Cc1[nH]c(=O)[nH]c(=O)c1NS(=O)(=O)c1ccc2c(c1)CCCC2	0.6	-14	2	-5	3	-0.5	6	-4	-1
